# APP 5'UTR act – APP 5'UTR luciferase reporter activation; hit rate 1% among 190,000; activation, % at 2 µM; SH-SY5Y APP 5'UTR luciferase reporter, luminescence; zero percent = DMSO vehicle wells;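 active = activation above a set limit, based on mean plus 3 SD of controls, cut at about 140% in these data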; also: values of inactives mirror those of a sister screen read the other way
# APP 5UTR inh – APP translation inhibition | AID 1285 | hit rate 0.82% among 190,000 | SH-SY5Y APP 5'UTR-luciferase reporter, luminescence | inhibition, % at 2 µM;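 active = inhibition above a set limit, derived from the sample mean plus 3 SD, cut at about 45% in these data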; also: values of inactives mirror those of a sister screen read the other way
# ROMK mod – modulates human ROMK potassium channel activity; P48048; Tet-inducible ROMK, thallium flux fluorescence; actives lie on both sides; B-score at 10 µM; hit rate 2% among 130,000; AID 1918;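 active = signal ratio slope over the read window, or its plate-corrected B-score, at least 3 SD from the plate mean, either direction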;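 also: B-score of the F/F0 ratio slope over 7 to 12 s after thallium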
# Target sequence (P48048 whole entry, looked up): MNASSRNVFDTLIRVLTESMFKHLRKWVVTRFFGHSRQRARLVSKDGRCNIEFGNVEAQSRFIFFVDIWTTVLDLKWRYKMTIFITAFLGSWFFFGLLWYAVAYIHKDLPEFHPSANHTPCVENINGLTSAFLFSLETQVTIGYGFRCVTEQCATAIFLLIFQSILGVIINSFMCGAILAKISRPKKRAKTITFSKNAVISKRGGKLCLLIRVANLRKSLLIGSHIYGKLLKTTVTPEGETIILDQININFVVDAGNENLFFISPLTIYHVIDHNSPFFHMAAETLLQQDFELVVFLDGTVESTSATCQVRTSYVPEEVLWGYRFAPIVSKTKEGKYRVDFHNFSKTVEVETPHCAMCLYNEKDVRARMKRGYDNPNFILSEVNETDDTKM
# STAT3 act – increases IL-6 driven STAT3 reporter signal; U3A cells, IL-6 STAT3-luciferase reporter, luminescence; 100% = signal with IL-6 EC80 alone; activation (% of control), % at 5.6 µM; hit rate 0.91% among 190,000; AID 871;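 active = activation above the screen-wide mean of compound activation plus 3 SD, cut at about 130% in these data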;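 also: 0% = background luminescence of wells with medium and substrate only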
#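 Test system: human U3A cells carrying STAT3-luciferase construct; control set: IL-6-only wells as 100% reference; timing: compound pre-incubation 1 h before IL-6, then 6 h stimulation at 37 °C; also added: IL-6 stimulus at 33 ng/mL final; evaluation: % activation versus median of IL-6-stimulated wells; detection: reporter luminescence signal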
# STAT3 inh – STAT3 signaling inhibition; hit rate 0.89% among 190,000; U3A cells, IL-6 STAT3-luciferase reporter, luminescence; host cell line lacks STAT1; AID 862; inhibition, % at 5.5 µM;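 active = inhibition above the mean inhibition across all screened compounds plus 3 SD, cut at about 44% in these data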;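 also: 0% = DMSO only wells and 100% = 100 µM nifuroxazide control wells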
# FLuc act counter – firefly luciferase counter-screen for stimulation assays; P08659; ATPlite luciferase biochemical, luminescence, 10 min; 0 = ATP-free wells, 1 = DMSO control; activation factor at 10 µM; 200,000 tested, under 10 active; AID 1027;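 active = luciferase activation factor, scaled between plate controls, of at least 2 with compound at 10 µM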
# Target sequence (P08659 whole entry, looked up): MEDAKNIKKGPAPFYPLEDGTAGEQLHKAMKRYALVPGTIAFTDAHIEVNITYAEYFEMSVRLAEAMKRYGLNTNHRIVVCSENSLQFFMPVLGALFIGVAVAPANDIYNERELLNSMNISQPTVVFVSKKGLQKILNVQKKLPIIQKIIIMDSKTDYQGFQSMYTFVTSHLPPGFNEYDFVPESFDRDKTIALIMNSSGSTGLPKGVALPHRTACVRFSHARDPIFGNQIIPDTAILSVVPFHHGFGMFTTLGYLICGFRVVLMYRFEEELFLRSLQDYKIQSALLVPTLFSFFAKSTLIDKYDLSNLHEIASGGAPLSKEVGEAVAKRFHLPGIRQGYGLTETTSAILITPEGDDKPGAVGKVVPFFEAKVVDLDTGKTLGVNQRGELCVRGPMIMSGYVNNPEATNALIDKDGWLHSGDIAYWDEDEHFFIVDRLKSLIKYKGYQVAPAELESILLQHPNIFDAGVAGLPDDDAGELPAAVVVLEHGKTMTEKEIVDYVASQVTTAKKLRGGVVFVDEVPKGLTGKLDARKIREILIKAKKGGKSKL
#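 System: Luciferase/luciferin detection reagent, cell-free biochemical luciferase assay | Medium: PBS buffer for ATP | Dosing: Test compounds dosed from 2 mM stocks in 100% DMSO | Timing: 10 min at ambient temperature | Signal: Luminescence measurement of luciferase light output | Evaluation: Luciferase activation, seen as luminescence increase over controls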
# STAT1 blocker – reduces IFN-gamma driven STAT1 reporter signal; NIH 3T3 STAT1-luciferase reporter, luminescence; inhibition, % at 5.5 µM; hit rate 0.35% among 200,000; AID 920;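 active = inhibition above a set limit, the mean inhibition across all tested compounds plus 3 SD, cut at about 34% in these data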;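 also: 0% = IFN-gamma with DMSO and 100% = IFN-gamma with 300 µM nifuroxazide; values of inactives mirror those of a sister screen read the other way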
# STAT1 activator – activators of IFN-gamma induced STAT1 signaling. NIH 3T3 STAT1-luciferase reporter, luminescence; 100% = IFN-gamma alone, no compound. activation (% of control), % at 5.5 µM. AID 932. hit rate 2.6% among 200,000;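 active = activation above the screen-wide mean activation plus 3 SD, cut at about 130% in these data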;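 also: raw ratio to IFN-gamma control signal so 100% means no change and 0% no light; values of inactives mirror those of a sister screen read the other way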
# FLuc inhib CS – Photinus pyralis luciferase inhibition counter-screen. P08659. ATPLite firefly luciferase biochemical luminescence, 10 min. inhibition, % at 10 µM. hit rate 1.5% among 200,000. AID 1006;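 active = inhibition above about 50% when tested at 10 µM, limit read from the data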
# NF-kB expr up – raises NF-kB expression in human neuronal cells. hit rate 1.6% among 190,000. NF-kB reporter expression; active compounds read high. fold change at 12.5 µM; in the data active = fold change above about 3.3
# The depositor's hits bear a star; · = not tested or not shown.
SMILES,APP 5'UTR act,APP 5UTR inh,ROMK mod,STAT3 act,STAT3 inh,FLuc act counter,STAT1 blocker,STAT1 activator,FLuc inhib CS,NF-kB expr up
O=C1CC(N2CCN(c3ccccc3)CC2)C(=O)N1c1ccc2c(c1)OCO2 (configuration not stated),1,-1,0.015,93,17,1,1,99,2,0.98
O=C(Cn1c(CN2CCCCC2)nc2ccccc2c1=O)Nc1ccccc1,-21,21,·,100,6,1.1,9,93,-6,0.99
CCOc1ccc(Br)cc1CSC(=N)N,10,-10,-1.2,70,35,1,15,87,-3,1.1
O=C1c2ccccc2NC(c2cn[nH]c2-c2ccc(Cl)cc2)N1O (configuration not stated),-5,5,-1.3,94,11,1.1,9,92,-10,1.1
O=C(Cn1cnc2c(nnn2Cc2ccc(F)cc2)c1=O)NCc1ccco1,-5,5,0.013,118,-17,1.1,3,97,-8,1.3
Cc1cccc(N(C(=O)Cn2nnc3ccccc32)C(C(=O)NC(C)(C)C)c2ccsc2)c1C (configuration not stated),-5,5,·,104,1,1.1,1,99,-6,0.84
COc1ccc(C(CC(=O)Nc2ccc(Cl)cc2F)NC(=O)C(F)(F)F)cc1 (configuration not stated),·,·,·,99,7,1.1,-3,103,-6,1.2
CCOC(=O)c1nnc(-c2ccc(C)cc2)nc1N1CCSCC1,-10,10,-1.3,98,6,0.6,-17,115,36,1.6
CC(CCn1cccn1)NC(=O)CCc1nnc(C2CCCCC2)o1 (configuration not stated),19,-19,0.18,107,-3,1.1,-6,104,-7,1.2
CCOC(=O)c1cnc(SCC(=O)NCc2ccco2)nc1N,22,-22,·,104,0,1.1,-10,109,-9,1.8
N#CNC(=Nc1ccccc1F)SCc1ccc(C(=O)O)cc1,-18,18,·,101,2,1,5,94,-4,0.99
CCn1cc(CNCc2cn(C)nc2-c2ccc(C3CCCCC3)cc2)cn1,-12,12,-0.68,102,9,1,-9,108,2,0.67
CNC(=S)N1CCN(c2ccc([N+](=O)[O-])cc2)CC1,5,-5,·,91,21,1,-3,103,-5,1.1
CCOC(=O)C1CCN(CC(=O)Nc2c(C(=O)OC)[nH]c3cccc(Cl)c23)CC1,-6,6,·,106,-3,1,-7,106,0,0.76
Cc1cc(C)n2c(SCc3ccccc3Cl)nnc2n1,-4,4,-0.49,93,8,1.1,-11,102,-6,1.2
COc1cccc(C(=O)N2CCC(N3CC(C)OC(C)C3)CC2)c1 (configuration not stated),16,-16,0.11,87,19,1,-7,106,-2,1.2
c1cc(-c2ccncc2)ccn1,9,-9,-0.4,105,-1,1.1,4,97,-6,1.2
COc1cc(CNc2ccc3[nH]c(=O)[nH]c3c2)cc(Br)c1OCC(=O)NC(C)(C)C,-15,15,0.23,111,-14,1.1,6,95,-7,0.66
Cc1cc(/C=C(\C#N)C(=O)NCc2cccs2)c(C)[nH]1,7,-7,-0.028,98,4,0.9,-13,110,6,1.4
Cc1c(C(C)O)nnn1-c1nonc1N (configuration not stated),6,-6,0.32,100,4,1,-5,104,-5,1.2
O=C(O)c1ccccc1N/C=C\[N+](=O)[O-],6,-6,0.28,96,11,1,0,98,-2,1.1
COc1cc(C2CC(=O)NC3=C2C(=O)CC(C)(C)C3)cc(OC)c1O (configuration not stated),18,-18,0.76,107,-4,1.1,-2,102,-8,1.1
O=C(CSc1cccc[n+]1[O-])Nc1cc(S(=O)(=O)N2CCOCC2)ccc1N1CCOCC1,4,-4,·,110,-8,1.1,2,98,-7,1
CCNC(=O)N1CCCC(C(=O)c2ccc3cc(OC)ccc3c2)C1 (configuration not stated),12,-12,-0.7,102,4,0.9,-16,114,6,1.5
CC12CN(NC(=O)c3ccccc3F)C3(C#N)CC1CCC23C (configuration not stated),7,-7,-0.1,107,0,1,3,96,-4,0.98

# Sorted by count of non-hydrogen atoms (lowest first): 10 of the compounds above.
SMILES,APP 5'UTR act,APP 5UTR inh,ROMK mod,STAT3 act,STAT3 inh,FLuc act counter,STAT1 blocker,STAT1 activator,FLuc inhib CS,NF-kB expr up
c1cc(-c2ccncc2)ccn1,9,-9,-0.4,105,-1,1.1,4,97,-6,1.2
O=C(O)c1ccccc1N/C=C\[N+](=O)[O-],6,-6,0.28,96,11,1,0,98,-2,1.1
N#CNC(=Nc1ccccc1F)SCc1ccc(C(=O)O)cc1,-18,18,·,101,2,1,5,94,-4,0.99
COc1cccc(C(=O)N2CCC(N3CC(C)OC(C)C3)CC2)c1 (configuration not stated),16,-16,0.11,87,19,1,-7,106,-2,1.2
COc1cc(C2CC(=O)NC3=C2C(=O)CC(C)(C)C3)cc(OC)c1O (configuration not stated),18,-18,0.76,107,-4,1.1,-2,102,-8,1.1
COc1ccc(C(CC(=O)Nc2ccc(Cl)cc2F)NC(=O)C(F)(F)F)cc1 (configuration not stated),·,·,·,99,7,1.1,-3,103,-6,1.2
CCOC(=O)C1CCN(CC(=O)Nc2c(C(=O)OC)[nH]c3cccc(Cl)c23)CC1,-6,6,·,106,-3,1,-7,106,0,0.76
COc1cc(CNc2ccc3[nH]c(=O)[nH]c3c2)cc(Br)c1OCC(=O)NC(C)(C)C,-15,15,0.23,111,-14,1.1,6,95,-7,0.66
O=C(CSc1cccc[n+]1[O-])Nc1cc(S(=O)(=O)N2CCOCC2)ccc1N1CCOCC1,4,-4,·,110,-8,1.1,2,98,-7,1
Cc1cccc(N(C(=O)Cn2nnc3ccccc32)C(C(=O)NC(C)(C)C)c2ccsc2)c1C (configuration not stated),-5,5,·,104,1,1.1,1,99,-6,0.84

# Next section:
SMILES,APP 5'UTR act,APP 5UTR inh,ROMK mod,STAT3 act,STAT3 inh,FLuc act counter,STAT1 blocker,STAT1 activator,FLuc inhib CS,NF-kB expr up
O=C(COC(=O)COc1ccc2ccccc2c1)NC1CCCc2ccccc21 (configuration not stated),13,-13,·,103,-1,1,-1,101,-3,1
COc1ccc(CC(=O)NCc2nnc(SCC(=O)Nc3nccs3)n2C)cc1,19,-19,0.98,100,1,0.9,8,91,10,1.1
Cc1cc(NC(=O)C2CCCN2C(=O)Nc2cccc(Cl)c2)ccc1-n1cnnn1 (configuration not stated),3,-3,·,91,13,1.1,0,99,-5,0.63
CC(=O)Nc1ccc(S(=O)(=O)Nc2cc([N+](=O)[O-])ccc2C)cc1,-4,4,1,116,-19,1.1,-5,103,-13,1.1
CC(=O)N=c1sc2c3ccccc3ccc2n1C,-6,6,·,113,-12,1,-17,116,-1,0.87
N#Cc1ccc(-c2ccc(OCC(O)CN3CCOCC3)cc2)cc1 (configuration not stated),8,-8,0.26,107,-1,1,-2,101,-1,1.1
CCCCNC(=O)NC1(C(F)(F)F)Oc2ccccc2O1,-14,14,1.6,103,1,1,-6,106,-5,3.2
Cc1noc(C)c1COC(=O)COc1ccc(C#N)cc1,-10,10,-0.04,99,3,1.1,-3,100,-9,1.1
N#Cc1ccccc1S(=O)(=O)c1ccccc1C(=O)Nc1ccccc1,1,-2,0.58,104,3,1,1,99,-4,0.88
Cn1c(=O)[nH]c(=O)c2c1nc(SCC(O)CO)n2Cc1ccccc1Cl (configuration not stated),0,0,·,102,3,1.1,9,92,-9,1.2
CCn1cc(Br)c(C(=O)Nc2ccc(C(=O)OC(C)C)cc2)n1,3,-3,·,96,8,1.1,-3,103,-7,0.9
CC(=O)Nc1ccc(N/C(C)=C/C(=O)c2cccnc2)cc1,3,-3,-1.5,106,-3,1.1,0,100,-5,0.95
O=C(NCCCn1ccnc1)/C(=C/c1ccccc1)NC(=O)c1ccccc1,3,-3,0.48,98,7,1,-7,106,0,1.1
O=C(CN1CCN(Cc2ccccc2)CC1)NCCNc1ccc([N+](=O)[O-])cn1,-7,7,-1.3,105,-3,1,1,98,-1,1.4
CCCC(CCC(=O)Nc1nccs1)C(=O)O (configuration not stated),15,-15,0.46,99,2,1.1,-15,112,-6,1
COc1cc(OC)cc(C(=O)OCn2nnc3ccccc3c2=O)c1,3,-3,·,94,8,1.1,14,88,-7,1
COc1ccc(N(C(=O)C(C)C)S(=O)(=O)c2ccc3c(c2)n(C)c(=O)n3C)cc1,-15,15,0.24,97,7,1,2,94,-5,0.75
CCN1CCCC(OC(=O)c2cc(-c3ccc(C)cc3)nc3ccccc23)C1 (configuration not stated),-16,16,-0.47,80,30,1,-8,106,0,0.84
COc1ccc(NC(=S)NN2C(C)CCCC2C)cc1 (configuration not stated),-7,8,1.3,98,5,1.1,0,100,-9,1.1
O=C(CC1(c2ccc(Cl)cc2)C2CC3CC(C2)CC1C3)NCCO (configuration not stated),1,-2,-0.5,100,6,1.1,-2,101,-7,1.4
COc1ccc(-c2noc(CSc3nc4sc(C)c(C)c4c(=O)n3-c3ccccc3)n2)cc1,23,-24,0.36,98,3,1.1,3,97,-8,1.2
CCCN(S(=O)(=O)c1ccc(OCC)cc1)S(=O)(=O)c1cccs1,7,-7,·,99,4,1,5,96,-1,1.1
Cn1c(N)c(C(=O)COC(=O)C2CCC(C(C)(C)C)CC2)c(=O)n(C)c1=O (configuration not stated),2,-2,0.39,103,2,1,2,98,0,0.73
CCCCC(CC)CNC(=O)c1ccc2c(c1)OCO2 (configuration not stated),3,-3,-0.94,108,-5,1,-10,109,-1,1.1
O=C(NC(=S)N1CCN(C(c2ccccc2)c2ccccc2)CC1)c1ccc(S(=O)(=O)N2CCOCC2)cc1,-2,2,0.23,82,23,1.1,2,98,-7,1.1
# New compounds follow:
SMILES,APP 5'UTR act,APP 5UTR inh,ROMK mod,STAT3 act,STAT3 inh,FLuc act counter,STAT1 blocker,STAT1 activator,FLuc inhib CS,NF-kB expr up
CN(C)c1nc2c(c(N)nn2-c2ccc(Cl)cc2)c(=O)o1,4,-4,-1.1,101,6,1.1,1,99,-7,0.92
COc1ccc(NC(=S)NNS(=O)(=O)c2ccc3ccccc3c2)c(OC)c1,-11,11,0.44,100,6,1.1,-1,99,-5,1.2
Cc1ccc(S(=O)(=O)N2CCCCC2)cc1NC(=O)COC(=O)c1ccc(O)cc1,7,-7,0.062,103,3,1,2,98,-4,0.9
O=C(NCCN1CCN(C(=O)NC2CCCCC2)CC1)NC1CCCCC1,9,-10,·,108,-3,1.1,-1,102,-5,1
COc1cc(NC(=O)CSc2nnc(-c3ccncc3)n2C2CCCCC2)ccc1NC(=O)c1ccco1,-4,4,0.99,88,14,1.1,-4,104,-9,1.8
CCCN1CCC(NC(=S)Nc2cccc(Cl)c2Cl)CC1,-12,12,-0.052,100,7,1.1,-4,102,-7,1
Cc1ccc(N2C(=O)c3oc4ccccc4c(=O)c3C2c2cccc(O)c2)nc1 (configuration not stated),6,-6,·,104,1,·,-6,105,·,·
O=c1[nH]c2ccccc2n2c(-c3ccncc3)nnc12,1,-1,-0.6,118,-17,1,-5,104,-1,1.1
